Screening data deposited in PubChem by several laboratories.
TRPC4 agonist: TRPC4 (mouse) channel activation | Q9QUQ5 | HEK293 TRPC4beta/mu-opioid, Fluo4 calcium fluorescence; active compounds read high | B-score at 10 µM | hit rate 0.49% among 310,000 | AID 2237;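 active means B-score above 5 SD of library B-scores, and initial fluorescence ratio not above library mean plus 5 SD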;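 further: positive B-score marks a calcium rise read as TRPC4 activation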
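Assay system: HEK293 stable line with TRPC4beta plus mu-opioid receptor; schedule: 45 min room-temperature Fluo4 loading, 110 s read; technique: kinetic Fluo4 calcium fluorescence; evaluation: integrated baseline-normalised fluorescence ratio, converted to per-well B score; controls: buffer (low) and maximal DAMGO (high)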
TRPC4 block: blocks the mouse TRPC4 cation channel; hit rate 0.39% among 300,000; Q9QUQ5; B-score at 10 µM; HEK293 TRPC4beta/mu-opioid, DAMGO-evoked Fluo4 calcium flux; active compounds read low; AID 2247;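 active means B-score over 3 SD under the library average, no early fluorescence shift, positive overall ratio signal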
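test system = HEK293 cells with stable TRPC4beta plus mu-opioid receptor expression | detection = Fluo4 Ca2+ flux fluorescence | read-out = integrated fluorescence ratio relative to baseline, converted to per-well B score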
MrgX1 agonist: human MrgX1 receptor agonism, primary screen. AID 588627. B-score at 10 µM. hit rate 0.44% among 310,000. MrgX1-HEK293 cells, Fluo-4 calcium fluorescence, agonist mode; active compounds read high;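 active means calcium response B-score plate-corrected fluorescence ratio at least 3 library SD, with starting fluorescence B-score inside 5 SD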
Target sequence (Q96LB2 whole entry, looked up): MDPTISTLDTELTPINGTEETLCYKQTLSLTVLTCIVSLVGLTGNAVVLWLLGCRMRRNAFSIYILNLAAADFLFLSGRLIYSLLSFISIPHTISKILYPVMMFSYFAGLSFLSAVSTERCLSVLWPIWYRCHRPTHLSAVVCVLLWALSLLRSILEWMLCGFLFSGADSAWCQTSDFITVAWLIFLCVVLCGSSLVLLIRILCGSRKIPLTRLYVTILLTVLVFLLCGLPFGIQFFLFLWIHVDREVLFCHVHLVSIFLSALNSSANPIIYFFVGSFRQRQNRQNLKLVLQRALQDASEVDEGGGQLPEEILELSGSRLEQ
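Material: HEK293 cells stably expressing human MrgX1 receptor | Quantity: 15,000 cells per well | Times: Cells plated overnight, dye loaded 0.5 h 37 °C, 0.5 h room temperature | Measured by: Kinetic Fluo-4 NW fluorescence of intracellular calcium | Control set: Positive and negative controls per plate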
MrgX1 antag: blocks BAM8-22 activation of human MrgX1 receptor | Q96LB2 | MRGX1-HEK293 calcium flux, Fluo-4, BAM8-22 antagonism; active compounds read low | B-score at 10 µM | hit rate 1.3% among 310,000;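 active means calcium-response B-score plate-corrected more than 3 library SD below zero, starting fluorescence within 5 deviations, no agonist response on first addition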;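 further: peak minus trough fluorescence over baseline after final BAM8-22 challenge near maximal dose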
TMEM16A act: mouse TMEM16A channel activation, primary screen | B-score at 10 µM | HEK293 TMEM16A/YFP-H148Q/I152L, iodide quench fluorescence; active compounds read low | hit rate 0.3% among 340,000 | Q8BHY3;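 active means fluorescence-ratio B-score plate-corrected deviation score at least 3 library SD below zero, with starting fluorescence score within 5 deviations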;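 further: channel opened by trigger with iodide after compound preincubation; score built on the fluorescence ratio of max minus min over baseline; more negative score means more quench and so TMEM16A activation or potentiation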
MrgX1 PAM: human MrgX1 positive allosteric modulation, primary screen; B-score at 10 µM; Q96LB2; MrgX1-HEK293, Fluo-4 calcium flux, FDSS; active compounds read high; hit rate 0.63% among 310,000;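 active means plate-corrected calcium response at least 3 library SD above typical, normal starting fluorescence, not activating the receptor alone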;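 further: compound read alongside a low EC10 to EC30 dose of BAM8-22 agonist; peak minus trough fluorescence over baseline measured at the second addition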
SKKanGAS inh: inhibitors of SKKanGAS S. pyogenes growth in kanamycin (SK-promoter or general growth effect). BacTiter-Glo, 6 h. inhibition, % at 7.5 µM. hit rate 1.3% among 300,000;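 active means mean replicate score, as percent of positive control median, at least 50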;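 further: strain carries kanamycin resistance gene driven by streptokinase promoter and grows in 40 µg/ml kanamycin; loss of luminescence reflects streptokinase promoter inhibition or plain growth inhibition; 0% = median of DMSO wells and 100% = positive control at its reference dose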
ANO1 block: blocks the mouse calcium-activated chloride channel TMEM16A | Q8BHY3 | hit rate 1.2% among 310,000 | normalized B-score (activity score, 25-100; higher = stronger inhibition) at 10 µM | HEK293 TMEM16A/YFP iodide influx fluorescence, ionomycin;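 active means ratio plate-corrected score three or more library SD toward inhibition, starting fluorescence score within five deviations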;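 further: score derived from kinetic fluorescence span divided by baseline fluorescence per well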
TRPC6 inhibitor: inhibitors of mouse TRPC6 channel; hit rate 1.1% among 310,000; Q61143; B-score at 10 µM; HEK293-TRPC6, membrane potential dye, ACh-evoked depolarization; active compounds read low;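 active means B-score under library mean minus 3 SD, initial fluorescence not abnormally high, positive integrated signal ratio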;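 further: B-score derived from integrated fluorescence ratio over the kinetic read; more negative B-score means stronger inhibition of depolarization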
TRPC6 activator: activators of mouse TRPC6 channel; Q61143; HEK293-TRPC6 membrane potential dye fluorescence; active compounds read high; B-score at 10 µM; hit rate 0.13% among 310,000; AID 2550;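 active means B-score of the integrated fluorescence ratio above library mean plus 3 SD, and starting fluorescence ratio within library mean plus 5 SD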;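 further: higher score means more depolarization so channel activation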
TRPC4 potent: allosterically enhances the mouse TRPC4 cation channel; AID 2227; Q9QUQ5; hit rate 0.42% among 310,000; B-score at 10 µM; HEK293 TRPC4beta/mu-opioid, DAMGO EC20, Fluo-4 Ca2+ flux; active compounds read high;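 active means B-score of calcium response area above 5 SD of library B-scores, with initial fluorescence ratio within 5 SD of library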;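 further: B-score of integrated fluorescence ratio over time as area under calcium response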
Numbers without * were called inactive; i = inactive; . = not tested or not shown. Compounds were not picked by outcome, and some 6.7% of all compounds hit somewhere here.

SMILES | TRPC4 agonist | TRPC4 block | MrgX1 agonist | MrgX1 antag | TMEM16A act | MrgX1 PAM | SKKanGAS inh | ANO1 block | TRPC6 inhibitor | TRPC6 activator | TRPC4 potent
N#Cc1c(Cl)cccc1-n1ccnc1 | i | i | i | i | i | i | 2 | i | i | i | i
CCOc1ccc(/C=N/OCC(=O)Nc2cc(C)on2)cc1 | i | i | i | i | i | i | -7 | i | i | i | i
CC(C)(C)c1ccc(NC(=O)CCNC(=O)c2ccco2)cc1 | i | i | i | i | i | i | -3 | i | i | i | i
COc1ccc(-n2nnnc2SCC(=O)NCCc2ccccc2)cc1OC | i | i | i | i | i | i | 6 | i | i | i | i
Cc1cc(O)ccc1N/C=C(\C#N)c1nc2ccccc2o1 | i | i | i | i | i | i | -1 | i | i | i | i
Cc1ccc(S(=O)(=O)N2CCC(C(=O)Nc3ccc4c(c3)COC4=O)CC2)cc1 | i | i | i | i | i | i | 13 | i | i | i | i
COc1ccc(S(=O)(=O)N2CCCC(C(=O)NCc3cccnc3)C2)cc1 (configuration not stated) | i | i | i | i | i | i | 7 | i | i | i | i
CC(=O)c1c(C)[nH]c(C(=O)Nc2nc(-c3ccccc3)c(C)s2)c1C | i | i | i | i | i | i | 5 | i | i | i | i
Cc1ccc(OCCN(C)C(=O)C2CCC(=O)N(CCCN3CCOCC3)C2)cc1 (configuration not stated) | i | i | i | i | i | i | -3 | i | i | i | i
Cc1sc2ncnc(SCC(=O)NC(C)C(C)C)c2c1C (configuration not stated) | i | i | i | i | i | i | 5 | i | i | i | i
C/C(N)=C(/C#N)C(=O)COC(=O)c1ccc(NC(N)=O)cc1 | i | i | i | i | i | i | 27 | i | i | i | i
Cc1ccc(-n2nnnc2Sc2nc([N+](=O)[O-])nn2C)cc1 | i | i | i | i | i | i | -3 | i | i | i | i
OCCNc1ncnc2ccc(Br)cc12 | i | i | i | i | i | i | -3 | i | i | i | i
COc1ccc2nc(SCC(=O)Nc3c(C)cccc3C)[nH]c2c1 | i | i | i | i | i | i | 2 | i | i | i | i
COc1cccc(C(=O)N2CCN(S(=O)(=O)Cc3ccccc3)CC2)c1 | i | i | i | i | i | i | 0 | i | i | i | i
COc1cccc(CNn2c(-c3cccc(C)c3)nc3ccccc3c2=O)c1O | i | i | i | i | i | i | 3 | i | i | i | i
CCOC(=O)C1=C(C)NC(=O)NC1c1ccsc1 (configuration not stated) | i | i | i | i | i | i | 23 | i | i | i | i
CSCCC(NC(=O)c1ccc(Cl)cc1Cl)C(=O)OCC(N)=O (configuration not stated) | i | i | i | i | i | i | 1 | i | i | i | i
N#C/C(C(N)=O)=C1/SC(Cc2ccc(F)cc2)C(=O)N1c1ccccc1 (configuration not stated) | i | i | i | i | i | i | 5 | i | i | i | i
COC(=O)c1ccc(N2CCN(c3ccccc3)CC2)c(NC(=O)C2CC2)c1 | i | i | i | i | i | i | 5 | i | i | i | i
CCOc1ccc(C(CC(=O)O)NC(=O)COc2ccccc2OC)cc1OC (configuration not stated) | i | i | i | i | i | i | -1 | i | i | i | i
COC(=O)C(Cc1ccc(O)cc1)NC(=O)c1ccccc1 (configuration not stated) | i | . | i | i | i | i | -4 | i | i | i | i
O=C1Nc2ccc(Br)cc2C12NNc1ccccc1O2 (configuration not stated) | i | i | i | i | i | i | 20 | i | i | i | i
CC(=O)c1cccc(NC(=O)NNC(=O)c2ccc(-c3ccccc3)cc2)c1 | i | i | i | i | i | i | -3 | i | i | i | i
CC(=O)Nc1nc(CCN2C(=O)c3ccccc3C2=O)cs1 | i | i | i | i | i | i | -1 | i | i | i | i
O=C(O)CC/C(=N\Nc1ccc(Cl)cc1)c1cccs1 | i | i | i | i | i | i | -4 | i | i | i | i
CC(=O)C(=Nc1cccc(Cl)c1)NNc1ccccc1C | i | i | i | i | i | i | -2 | i | i | i | i
COC(=O)c1ccc(NC(=O)Cc2ccc(F)cc2)cc1 | i | i | i | i | i | i | -2 | i | i | i | i
Cc1ccc(S(=O)(=O)NCC(=O)N(CC(=O)NC2CCCCC2)CC2CCCO2)cc1 (configuration not stated) | i | i | i | i | i | i | 1 | i | i | i | i
CC(O)c1nc2ccccc2n1CC(=O)N1CCN(c2ccccc2)CC1 (configuration not stated) | i | i | i | i | i | i | -4 | i | i | i | i
Nn1cnc2cc3ccccc3cc2c1=O | i | i | i | i | i | i | -2 | i | i | i | i
COc1ccccc1-c1nnc(NC(=O)C(C)C)s1 | i | i | i | i | i | i | -1 | i | i | i | i
O=C(CSc1n[nH]c(=O)n1-c1ccccc1)N1CCOCC1 | i | i | i | i | i | i | -4 | i | i | i | i
COc1cc(OC)cc(N2CC(C)(C)C2=O)c1 | i | i | i | i | i | i | 2 | i | i | i | i
COc1ccc(N2CCN(C(=O)CN(Cc3ccc(Cl)cc3)S(C)(=O)=O)CC2)cc1 | i | i | i | i | i | i | -6 | i | i | i | i
Cc1ccc(S(=O)(=O)NCC(c2cccnc2)N(C)C)cc1 (configuration not stated) | i | i | i | i | i | i | -5 | i | i | i | i
Nc1cc(N)nc(CS)n1 | i | i | i | i | i | i | -4 | i | i | i | i
Cc1nn(C(C)c2nc(-c3ccccc3)no2)c(C)c1[N+](=O)[O-] (configuration not stated) | i | i | i | i | i | i | 6 | i | i | i | i
O=C(COc1ccccc1F)Nc1cc(S(=O)(=O)N2CCOCC2)ccc1N1CCOCC1 | i | i | i | i | i | i | 0 | i | i | i | i
Cc1ccc(N(C)C(=O)N2CCN(S(=O)(=O)c3ccc(C)c(C)c3)CC2)cc1 | i | i | i | i | i | i | 7 | i | i | i | i
Cc1ccc(NC(=O)c2cc(-c3cc(Cl)ccc3O)n[nH]2)cc1C | i | i | i | i | i | i | 0 | i | i | i | i
Cc1[nH]c2ccccc2c1C(=O)C(=O)Nc1ccc2c(c1)OCCO2 | i | i | i | i | i | i | -16 | i | i | i | i
C=CCOc1ccc(Br)cc1CNCC | i | i | i | i | i | i | -9 | i | i | i | i
Cn1c(SCC(=O)NC2CCCCC2)nnc1-c1ccccn1 | i | i | i | i | i | i | -1 | i | i | i | i
COc1ccc(N2CC(C(=O)Nc3cccnc3)CC2=O)cc1 (configuration not stated) | i | i | i | i | i | i | 1 | i | i | i | i
Cn1c(=O)n(C/C=C/c2ccccc2)c(=O)c2c1nc1n2CCCN1Cc1ccccc1 | i | i | i | i | i | i | 43 | i | i | i | i
CCCCN(C)C(=O)C1CCN(Cc2ccc(OCc3ccccc3)cc2)CC1 | i | i | i | i | i | i | 2 | i | i | i | i
CCOC(=O)c1c(CN2CCCCC2)n(C)c2ccc(OC)c(S(=O)(=O)c3ccccc3)c12 | i | i | i | i | i | i | 0 | i | i | i | i

Entries of single compounds, quoted from the list. Order of screens: TRPC4 agonist | TRPC4 block | MrgX1 agonist | MrgX1 antag | TMEM16A act | MrgX1 PAM | SKKanGAS inh | ANO1 block | TRPC6 inhibitor | TRPC6 activator | TRPC4 potent
Cc1ccc(NC(=O)c2cc(-c3cc(Cl)ccc3O)n[nH]2)cc1C in the list: i | i | i | i | i | i | 0 | i | i | i | i
Cc1ccc(N(C)C(=O)N2CCN(S(=O)(=O)c3ccc(C)c(C)c3)CC2)cc1 in the list: i | i | i | i | i | i | 7 | i | i | i | i

Other structures follow:
SMILES | TRPC4 agonist | TRPC4 block | MrgX1 agonist | MrgX1 antag | TMEM16A act | MrgX1 PAM | SKKanGAS inh | ANO1 block | TRPC6 inhibitor | TRPC6 activator | TRPC4 potent
O=C(Cc1ccccc1)NC(=S)Nc1cccc(C(F)(F)F)c1 | i | i | i | i | i | i | 1 | i | i | i | i
O=C1CCN(Cc2ccc(O)cc2)CCN1[C@H](CO)Cc1ccccc1 | i | . | i | i | i | i | 6 | i | i | i | i
O=S(=O)(c1ccc2c(c1)OCCO2)N1CCNCC1 | i | i | i | i | i | i | -3 | i | i | i | i
O=C(Nc1ccc(N2CCN(C(=O)c3ccccc3)CC2)cc1)c1cccs1 | i | i | i | i | i | i | 5 | i | i | i | i
O=C(CSc1ncccn1)NCC1CCCO1 (configuration not stated) | i | i | i | i | i | i | 1 | i | i | i | i
CCC(C)N1CC(=O)N2C(c3ccc(OC)cc3OC)c3[nH]c4ccccc4c3C[C@H]2C1=O (some centres not stated) | i | i | i | i | i | i | 7 | i | i | i | i
O=C(CCCCCNC(=O)N1CCn2c1nc1ccccc12)N[C@H](Cc1ccccc1)C(=O)O | i | i | i | i | i | i | 0 | i | i | i | i
O=C(NCCc1ccccn1)c1ccc(OC2CCN(CCc3ccccc3)CC2)cc1 | 66* | i | i | i | i | i | -2 | i | i | i | i
COc1ccc(NC(=S)NCc2ccc(S(N)(=O)=O)cc2)c(OC)c1 | i | i | i | i | i | i | -2 | i | i | i | i
Cc1ccc(C)c(NC(=O)C(Sc2ncnc3ccccc23)c2ccccc2)c1 (configuration not stated) | i | i | i | i | i | i | 5 | i | i | i | i
C=C(C)CSc1nc2nc(C)c(Br)cc2[nH]1 | i | i | i | i | i | i | 7 | i | i | i | i
O=C(O)c1cc(-c2ccccc2)n[nH]1 | i | i | i | i | i | i | -6 | i | i | i | i
C=C(C)Cn1c(SCC)nc2ccccc2c1=O | i | -5* | i | i | i | i | 2 | i | i | i | i
O=[N+]([O-])c1ccc(/C=N/n2cn[nH]c2=S)cc1 | i | i | i | i | i | i | -9 | i | i | i | i
COc1ccc2ncc(S(=O)(=O)c3ccccc3)c(N3CCN(c4ccccc4)CC3)c2c1 | i | i | i | i | i | i | 67* | i | i | i | i
CCCOc1ccc(-c2c(C(=O)N/N=C/c3ccncc3)nnn2-c2nonc2N)cc1 | i | i | i | i | -6.8* | i | -1 | i | i | i | i
CCOC(=O)C(C)Sc1nc2c(c(=O)[nH]c(=O)n2C)n1C/C=C(/C)Cl (configuration not stated) | i | i | i | i | i | i | 4 | i | i | i | i
N#Cc1ccc(OCC(=O)OCC(=O)Nc2ccc(N3CCOCC3)cc2)cc1 | i | i | i | i | i | i | 20 | i | i | i | i
CCCCCN(C(=O)NC(=O)Nn1cnnc1)S(C)(=O)=O | i | i | i | i | i | i | 1 | i | i | i | i
